Screens (PubChem BioAssay)
PKA-R2B act: PKA-R2B complex activation | PKA-R2B holoenzyme dissociation, Cy5-IP20 fluorescence polarization; R2B truncated from residue 108, S112A mutant; 0% DMSO only, 100% 113 µM cGMP | hit rate 0.079% among 340,000 | activation, % at 11.4 µM | P22694+P31323;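 active = activation above a cutoff set at the mean over all compounds plus 3 SD, cut at about 18% in these data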;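 note: higher means more holoenzyme dissociation and a rise in polarization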
Target sequence (P31323 whole entry, looked up, other chains not shown, the tested form may be a part): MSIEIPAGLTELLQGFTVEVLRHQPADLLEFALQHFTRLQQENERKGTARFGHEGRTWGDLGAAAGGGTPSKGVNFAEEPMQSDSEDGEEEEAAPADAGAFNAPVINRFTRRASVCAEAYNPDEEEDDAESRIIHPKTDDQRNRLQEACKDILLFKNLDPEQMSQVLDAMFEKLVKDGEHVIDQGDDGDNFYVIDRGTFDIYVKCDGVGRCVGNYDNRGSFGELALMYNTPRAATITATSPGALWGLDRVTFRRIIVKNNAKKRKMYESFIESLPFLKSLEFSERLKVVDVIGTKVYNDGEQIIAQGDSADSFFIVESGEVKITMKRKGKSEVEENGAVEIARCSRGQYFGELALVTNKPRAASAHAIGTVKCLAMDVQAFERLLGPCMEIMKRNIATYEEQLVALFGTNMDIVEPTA
phage Ecoli inh: E. coli growth loss with phage present; growth absorbance; inhibition, % at 11.9 µM; hit rate 0.26% among 360,000; in the data active = inhibition above about 11%
PKA-R1A act: PKA-R1A complex activation; PKA-R1A dissociation, Cy5-IP20 fluorescence polarization; scaled: DMSO 0%, 113 µM cGMP 100%; hit rate 0.083% among 340,000; activation, % at 11.4 µM;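 active = percent activation above the mean of all tested compounds plus 3 SD, cut at about 19% in these data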;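 note: higher means more PKAc released from R1A so a rise in polarization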
OPRM1-OPRD1 inv: inverse agonist of human OPRM1-OPRD1 heterodimerization; AID 504357; inhibition, % at 9.3 µM; hit rate 0.21% among 340,000; cell-based MOR-DOR heterodimer luminescence, inverse agonism; in the data active = inhibition above about 22%, passing the limit was not always enough;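 note: 0% = cells with DMSO and 100% = wells without cells with DMSO; values of inactives mirror those of a sister screen read the other way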
OPRM1-OPRD1 ag: OPRM1-OPRD1 heterodimerization agonism | P35372+P41143 | cells, luminescence | activation, % at 9.3 µM | hit rate 0.3% among 340,000 | AID 504326; in the data active = activation above about 18%;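 note: 0% = vehicle-treated cells and 100% = reference agonist; values of inactives mirror those of a sister screen read the other way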
PfHsp90 set2: reduces growth (ATP signal) of yeast expressing P. falciparum Hsp90; AID 504621; hit rate 0.32% among 310,000; S. cerevisiae expressing PfHsp90, BacTiter-Glo ATP, 48 h; yeast lacking PDR1 and PDR3 efflux regulators; inhibition, % at 9.4 µM;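 active = every replicate shows inhibition above about 80%, whatever the replicate mean, limit read from the data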;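 note: 0% = DMSO neutral controls and 100% = 20 µM radicicol positive controls; yeast relying on Plasmodium falciparum Hsp90 in place of its own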
AddAB inh: less growth of phage-infected E. coli with AddAB; E. coli expressing H. pylori AddAB, absorbance growth; hit rate 0.29% among 330,000; AID 435030; inhibition, % at 11.9 µM; in the data active = inhibition above about 12%;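 note: 0% = vehicle wells of infected cells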
HTR5A inv ctr: inverse agonist of human HTR5A in OPRM1-OPRD1 counter-screen | P47898 | HTR5A cell line, luminescence, inverse agonism | inhibition, % at 9.3 µM | hit rate 0.083% among 340,000 | AID 504634; in the data active = inhibition mostly above about 23%, no sharp cut-off; inactive = mostly below about 18%;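 note: 0% = cells with DMSO and 100% = no-cell wells with DMSO; some compounds called inactive have numbers as strong as hits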
Target sequence (P47898 whole entry, looked up): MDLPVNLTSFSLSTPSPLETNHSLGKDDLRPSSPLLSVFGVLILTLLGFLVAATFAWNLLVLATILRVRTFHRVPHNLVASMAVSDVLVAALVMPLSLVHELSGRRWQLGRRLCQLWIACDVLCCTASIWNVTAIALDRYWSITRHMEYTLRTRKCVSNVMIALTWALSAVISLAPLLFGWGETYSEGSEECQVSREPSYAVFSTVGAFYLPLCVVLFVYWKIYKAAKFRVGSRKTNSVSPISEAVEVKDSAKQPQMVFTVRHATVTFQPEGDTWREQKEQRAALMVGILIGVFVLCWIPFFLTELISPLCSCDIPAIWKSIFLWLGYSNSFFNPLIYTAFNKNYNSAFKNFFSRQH
E coli growth: bacterial growth inhibition, counter-screen for AddAB inhibitors; E. coli V3065 growth, OD600 absorbance, 18 h; hit rate 0.27% among 330,000; inhibition, % at 11.9 µM;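 active = inhibition above the campaign's mean inhibition across all tested compounds plus 3 SD, cut at about 9.9% in these data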;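 note: uninfected addAB+ strain grown without phage in ampicillin broth; 0% = DMSO wells and 100% = ciprofloxacin 0.95 µg/ml wells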
Tat transport: E. coli Tat transport inhibition. E. coli MC4100 TorA-mCherry Tat export, fluorescence. inhibition, % at 10 µM. hit rate 0.036% among 340,000. AID 488895;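 active = mean replicate inhibition at least 50% and at least half of replicates individually reaching 50%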;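 note: exported cargo escapes ClpAP degradation while cytoplasmic cargo is degraded and loses fluorescence; 0% = median of neutral control wells and 100% = median of NaSCN control wells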
SUMO Mot1 rescue: inhibitors of SUMOylation pathway: yeast Mot1-301 growth rescue; hit rate 1% among 320,000; S. cerevisiae Mot1-301 growth rescue, ATP luminescence, 38.5C; percent above DMSO median, 100 means doubled; growth rescue, % at 18.8 µM;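 active = every valid replicate shows activation above 250% relative to neutral control wells; inactive = the rest, any valid replicate at or below 250%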;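 note: OY570 slx delta 5 strain wells were the positive control but not used for scaling; some compounds called inactive have numbers as strong as hits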
Active calls of the source: *; x = no result given.

#1 COc1ccc(/C=C2\SC(=S)N(CCCC(=O)Nc3ccc(O)cc3)C2=O)cc1
#2 COc1ccc(N(C(=O)c2ccco2)C(C(=O)NC2CCCC2)c2cccs2)c(OC)c1 (stereo not given)
#3 O=C(Nc1c(S(=O)(=O)c2ccc(Cl)cc2)csc1Br)c1ccccc1Cl
#4 O=C(CC1C(=O)NCCN1Cc1cccc(F)c1F)NCCCC1CCCC1 (stereo not given)
#5 CCCN(CCC)C(=O)c1cn(C)c2ccc(S(=O)(=O)N3CCCC3)cc2c1=O
#6 O=c1sc(N2CCN(c3ccccc3F)CC2)nc2ccsc12
Assay by compound	1	2	3	4	5	6
PKA-R2B act	-3	-10	-9	4	-3	-7
phage Ecoli inh	-0.2	8.4	0.6	3.0	2.7	3.0
PKA-R1A act	-1	-2	-18	-7	11	-8
OPRM1-OPRD1 inv	-2	-5	11	11	7	1
OPRM1-OPRD1 ag	0.4	0.6	-2.1	-2.1	-1.4	-0.2
PfHsp90 set2	-15	22	-6	4	2	-7
AddAB inh	-0.9	2.2	-3.1	0.3	4.5	-1.9
HTR5A inv ctr	-11	-9	-8	15	4	-1
E coli growth	-0.4	-1.3	-3.8	-0.4	1.9	-2.3
Tat transport	-1	-3	6	3	-3	4
SUMO Mot1 rescue	-2	20	-1	9	-7	-5

#7 CCc1ccccc1NC(=O)CNC(=O)c1cc(C2CC2)nc2c1cnn2C(C)C
#8 Cc1ccc(S(=O)(=O)N2CCOCC2)cc1C(=O)NCCCn1ccnc1
#9 CCOC(=O)N1CCC(NC(=O)Cn2nc(Cc3ccncc3)c3ccccc3c2=O)CC1
#10 Fc1ccc(NC(=S)Nc2cccnc2)cc1Cl
#11 Cn1c(SCc2ccccc2)nnc1C1CCCNC1 (stereo not given)
#12 COc1ccc(C2SCC(=O)N2c2nnc(C34CC5CC(CC(C5)C3)C4)s2)cc1 (stereo not given)
Assay by compound	7	8	9	10	11	12
PKA-R2B act	-6	8	1	-2	-5	7
phage Ecoli inh	0.8	3.2	3.8	7.0	2.8	3.6
PKA-R1A act	0	-2	-7	0	2	-10
OPRM1-OPRD1 inv	0	23	9	12	6	5
OPRM1-OPRD1 ag	0.0	-3.8	-1.6	-2.2	-1.1	-0.9
PfHsp90 set2	-9	8	26	-2	-9	-3
AddAB inh	0.2	-0.6	-3.7	1.4	0.0	1.1
HTR5A inv ctr	-4	4	-19	-13	-6	9
E coli growth	-0.7	-1.5	1.4	3.4	-2.8	2.8
Tat transport	11	0	2	-4	-4	1
SUMO Mot1 rescue	2	-18	-11	x	-8	5

#13 COc1ccc(C2SCCN2S(=O)(=O)c2ccc(NC(C)=O)cc2)cc1OC (stereo not given)
#14 CC(=O)c1cccc(Nc2nc(-c3sc(N)nc3C)cs2)c1
#15 O=C(NCCc1ccccc1)NC(Cc1ccccc1)C(=O)O (stereo not given)
#16 O=C(/C=C/c1ccc([N+](=O)[O-])cc1)NC1CC2CCC1C2 (stereo not given)
#17 CSc1oc(-c2ccccc2)nc1S(=O)(=O)c1ccc(C)cc1
#18 Cc1ccc(N2C(=O)C(O)(C(F)(F)F)C3=C2CC(C)(C)CC3=O)cc1 (stereo not given)
Assay by compound	13	14	15	16	17	18
PKA-R2B act	-3	-4	-11	4	-6	-10
phage Ecoli inh	1.5	-2.3	0.6	3.0	1.8	1.5
PKA-R1A act	0	8	-7	-6	-7	0
OPRM1-OPRD1 inv	5	-2	19	3	-4	-3
OPRM1-OPRD1 ag	-0.8	0.4	-4.1	-0.6	0.9	0.5
PfHsp90 set2	5	1	-19	12	-1	46
AddAB inh	4.2	-0.2	x	-2.3	3.7	-0.8
HTR5A inv ctr	16	2	1	-8	-19	5
E coli growth	0.4	-2.3	x	-2.4	1.9	-1.8
Tat transport	1	0	-7	-5	1	0
SUMO Mot1 rescue	34	2	1	14	-16	-7

#19 CC(=O)Nc1ccc(C(=O)Nc2ccncc2)cc1
#20 CC(C)C(=O)Nc1cccc(COc2cccc(CN(Cc3ccccc3)C(=O)OC(C)(C)C)c2)c1
#21 O=C(CNC(=O)c1ccco1)NNC(=O)c1cccc(Cl)c1
#22 O=C(Nc1ccc(F)c(Cl)c1)N1CCCCCC1
#23 Cn1nc(-c2ccccc2)cc1NC(=O)c1ccccc1
#24 CCC(Sc1nc2cc3c(cc2c(=O)n1Cc1ccco1)OCO3)C(=O)Nc1cccc(OC)c1 (stereo not given)
Assay by compound	19	20	21	22	23	24
PKA-R2B act	-1	-11	7	6	4	-6
phage Ecoli inh	2.8	1.4	3.5	1.3	1.4	-0.4
PKA-R1A act	0	0	-2	5	3	1
OPRM1-OPRD1 inv	-8	-13	-3	7	8	13
OPRM1-OPRD1 ag	1.5	2.8	0.7	-1.2	-1.8	-2.8
PfHsp90 set2	11	18	7	4	-10	x
AddAB inh	-0.1	x	2.2	2.4	0.3	3.4
HTR5A inv ctr	-4	-16	8	-13	-6	2
E coli growth	-1.8	x	2.4	2.6	-1.7	1.5
Tat transport	-6	-5	-4	0	-3	-5
SUMO Mot1 rescue	-14	x	15	-1	-1	-24

#25 O=S(=O)(/N=C(\Sc1ccc(Cl)cc1)c1ccccc1)c1ccccc1
#26 O=S(=O)(NCC1CCCN(Cc2ccccc2O)C1)c1cccc2cccnc12 (stereo not given)
#27 CC(=O)Nc1ccc(NC(=O)c2ccc(COc3ccccc3)cc2)cc1
#28 Cn1c(=O)n(C)c2cc([N+](=O)[O-])c(N3CCN(C(=O)c4cccc(Cl)c4)CC3)cc21
#29 O=C(Nc1ccn(Cc2ccc(F)cc2)n1)c1ccncc1
#30 COc1cccc(Nc2c(F)c(F)c(F)c(F)c2C(=O)O)c1
Assay by compound	25	26	27	28	29	30
PKA-R2B act	4	3	-9	-13	-2	-6
phage Ecoli inh	1.8	1.2	-1.5	1.2	1.5	0.9
PKA-R1A act	1	-4	7	-10	-6	0
OPRM1-OPRD1 inv	6	8	16	22	-11	9
OPRM1-OPRD1 ag	-1.0	-1.5	-3.4	-5.0	1.9	-1.8
PfHsp90 set2	-5	4	3	-1	13	x
AddAB inh	-0.8	0.3	3.1	1.8	-1.0	3.2
HTR5A inv ctr	0	7	5	41	-6	11
E coli growth	1.8	0.5	0.6	-1.2	1.3	0.4
Tat transport	-2	-1	-5	2	1	0
SUMO Mot1 rescue	-29	384*	1	0	-1	-9

#31 CCOc1ccc(/C(C)=N\NC(=O)Cc2ccccc2)cc1
#32 CCn1nc(C)c(NS(=O)(=O)c2ccc(C)cc2)c1C
#33 COc1ccccc1NC(=O)c1coc(=O)c(Br)c1
#34 CCOC(=O)c1cnc(SC)nc1Sc1cc(Cl)ccc1Cl
#35 CSc1ccccc1C(=O)NCC1CCCO1 (stereo not given)
#36 CCOC(=O)c1cc(-c2ccccc2)nn1CC1CC(c2ccc(Cl)cc2)=NO1 (stereo not given)
Assay by compound	31	32	33	34	35	36
PKA-R2B act	0	1	x	-3	3	-11
phage Ecoli inh	-0.8	-3.2	2.5	3.2	1.5	1.9
PKA-R1A act	1	0	x	-6	-12	-8
OPRM1-OPRD1 inv	6	2	x	0	12	1
OPRM1-OPRD1 ag	-1.2	-0.4	x	0.0	-2.3	-0.1
PfHsp90 set2	-28	12	-5	x	-14	16
AddAB inh	2.0	2.0	0.2	1.2	-0.4	0.4
HTR5A inv ctr	-12	0	x	16	-53	0
E coli growth	1.7	-0.6	-2.7	-1.8	-1.1	1.0
Tat transport	-6	-8	0	-3	-1	0
SUMO Mot1 rescue	3	4	-12	-1	-4	102

#37 O=C(NC1CCCCC1)C(c1ccc2ncccc2c1)N(Cc1ccc2c(c1)OCO2)C(=O)c1ccc2c(c1)OCCO2 (stereo not given)
#38 CCN(CC)c1ccc(/C=N/NC(=O)c2cnccn2)cc1
#39 CNC(=O)Cn1ncc2c3ccccc3n(C)c2c1=O
#40 CC1CCc2ccccc2N1C(=O)c1cccs1 (stereo not given)
#41 CCCCCCCCCCCCN1[C@@H](CC(=O)OC)c2cc(F)ccc2S1(=O)=O
#42 Cc1ccc(C)c(OCC(=O)Nc2cc(C)on2)c1
Assay by compound	37	38	39	40	41	42
PKA-R2B act	-9	-4	-15	-8	-12	-7
phage Ecoli inh	1.0	4.4	x	3.4	2.1	1.0
PKA-R1A act	-13	-5	-12	-14	-4	3
OPRM1-OPRD1 inv	-4	22	13	14	10	23
OPRM1-OPRD1 ag	0.5	-3.8	-2.9	-2.5	-1.8	-4.5
PfHsp90 set2	12	14	-15	x	x	1
AddAB inh	0.3	x	-0.7	1.2	3.4	-2.5
HTR5A inv ctr	4	13	-4	10	12	-24
E coli growth	2.3	x	-0.5	-0.6	-3.8	-0.7
Tat transport	-6	-5	1	-4	11	4
SUMO Mot1 rescue	0	x	2	-23	3	30

#43 CCc1ccc(OCc2nnc(SCC(=O)NCC3CCCO3)n2C)cc1 (stereo not given)
#44 COc1ccccc1CNC(=O)CSc1nnc2c(Cl)cc(C(F)(F)F)cn12
#45 Cc1nn(CCC#N)c(C)c1Oc1ccccc1O
#46 CCN(CC(=O)Nc1ccc(NC(C)=O)cc1)CC(=O)Nc1cccc(Cl)c1
Assay by compound	43	44	45	46
PKA-R2B act	-10	-18	8	-7
phage Ecoli inh	1.7	2.5	0.4	0.7
PKA-R1A act	-2	-10	1	-8
OPRM1-OPRD1 inv	12	8	16	13
OPRM1-OPRD1 ag	-1.8	-1.4	-3.1	-2.6
PfHsp90 set2	4	15	13	-8
AddAB inh	1.5	-0.5	-0.6	-0.8
HTR5A inv ctr	-7	5	27	0
E coli growth	-0.2	1.8	1.0	-2.0
Tat transport	3	-3	-5	-5
SUMO Mot1 rescue	-16	-1	-5	-17

Reformatted: results already given.
28	Cn1c(=O)n(C)c2cc([N+](=O)[O-])c(N3CCN(C(=O)c4cccc(Cl)c4)CC3)cc21
  PKA-R2B act: -13
  phage Ecoli inh: 1.2
  PKA-R1A act: -10
  OPRM1-OPRD1 inv: 22
  OPRM1-OPRD1 ag: -5.0
  PfHsp90 set2: -1
  AddAB inh: 1.8
  HTR5A inv ctr: 41
  E coli growth: -1.2
  Tat transport: 2
  SUMO Mot1 rescue: 0
29	O=C(Nc1ccn(Cc2ccc(F)cc2)n1)c1ccncc1
  PKA-R2B act: -2
  phage Ecoli inh: 1.5
  PKA-R1A act: -6
  OPRM1-OPRD1 inv: -11
  OPRM1-OPRD1 ag: 1.9
  PfHsp90 set2: 13
  AddAB inh: -1.0
  HTR5A inv ctr: -6
  E coli growth: 1.3
  Tat transport: 1
  SUMO Mot1 rescue: -1

By substructure, the compounds so far with a CF3 group.
#18 Cc1ccc(N2C(=O)C(O)(C(F)(F)F)C3=C2CC(C)(C)CC3=O)cc1 (stereo not given)
#44 COc1ccccc1CNC(=O)CSc1nnc2c(Cl)cc(C(F)(F)F)cn12
Assay by compound	18	44
PKA-R2B act	-10	-18
phage Ecoli inh	1.5	2.5
PKA-R1A act	0	-10
OPRM1-OPRD1 inv	-3	8
OPRM1-OPRD1 ag	0.5	-1.4
PfHsp90 set2	46	15
AddAB inh	-0.8	-0.5
HTR5A inv ctr	5	5
E coli growth	-1.8	1.8
Tat transport	0	-3
SUMO Mot1 rescue	-7	-1
